mouse EphA4 binding = EphA4 ligand-binding antagonists – biochemical, colorimetric, mouse EphA4, primary screen (AID 689); one-dose inhibition, % at 10 µM; IC50 in µM for titrated hits; 62,000 compounds, 0.1% hits; EphA4-AP binding to KYL peptide, pNPP A405; higher % means a stronger effect; in the data active = a potency from the dose series; inactive = the rest, 99 in 100 with inhibition below about 22%
* = called active by the depositor; & = joins results of further samples. Not all compounds are listed; count on the stated rates, not on these rows.

SMILES | mouse EphA4 binding
C=CCn1c(Cc2cccs2)nnc1SCC(=O)Nc1ccc(C(=O)OCC)cc1 | -11.9%
COc1ccc(N2C(=O)C3CCCN3C2c2ccc(C)cc2)cc1 (stereo not given) | -5.1%
C=CCNC(=O)CCCc1ccccc1 | -22.1%
CCCn1c(-c2cccs2)nc2ccccc21 | -8.5%
CC(C)n1c2ccccc2c2nnc(SCC(=O)OCN3C(=O)c4ccccc4C3=O)nc21 | 4.6%
CCOC(=O)C1CCCN(CC(O)COc2ccc(OC)cc2C(C)(C)C)C1 (stereo not given) | -10.5%
Cc1ccc(/C(N)=N/OC(=O)/C=C/c2ccccc2)cc1 | -4.7%
CCn1c(=O)cc(OCC(=O)NCCCN2CCN(c3cccc(Cl)c3)CC2)c2ccccc21 | -4.4%
CC1CCCC(C)N1C(=O)CSc1nc(N)c(-c2ccccc2)c(=O)[nH]1 (stereo not given) | -15.7%
CCNC(=O)n1nccc1C(C)Oc1ccc(Cl)cc1 (stereo not given) | 17.7%
O=C(CN1CCC(NC(=O)c2ccccc2)CC1)NCc1ccccc1F | -3.7%
O=C(O)CCC(=O)N1CCN(c2ccccn2)CC1 | 0.5%
CCOc1cccc(-c2nn3c(-c4cc(C)[nH]n4)nnc3s2)c1 | -1.1%
Cc1cccc(NC(=O)c2cccc3c2C(=O)c2ccccc2-3)c1 | -18.6%
CCCCOc1ccc(C(CC(=O)NC)C(=O)O)cc1 (stereo not given) | -5.6%
CCN(CC)S(=O)(=O)c1ccc2oc(SCC3CN=C(c4ccc(OC)cc4)S3)nc2c1 (stereo not given) | 1.7%
CCOC(=O)C(C)(C)C(=O)C(C)(C)C(O)c1ccccn1 (stereo not given) | -7.7%
COc1cc(CNCc2ccco2)ccc1OCc1ccccc1 | -7.3%
CC(OC(=O)c1nsc(Cl)c1Cl)C(=O)NCc1ccc2c(c1)OCO2 (stereo not given) | 6.7%
CC(=O)NC1=NN(C(C)=O)C(c2sccc2C)S1 (stereo not given) | -11.3%

Reprinted at random: 2 entries already listed
SMILES | mouse EphA4 binding
CCCn1c(-c2cccs2)nc2ccccc21 | -8.5%
O=C(O)CCC(=O)N1CCN(c2ccccn2)CC1 | 0.5%

The list goes on.
SMILES | mouse EphA4 binding
COCCNC(=O)COc1ccccc1C | -11.5%
Cc1cc(Br)ccc1OCCCCNC(C)(C)C | -8.3%
COC(=O)Nc1ccc(S(=O)(=O)N2CCN(C)CC2)cc1 | -13.1%
Cc1cc(C)n(C(=O)c2cc(F)c(F)cc2Cl)n1 | 7.1%
COc1ccccc1N1CCN(C(=O)CSc2nnc(-c3ccoc3C)o2)CC1 | -12.0%
O=C(c1cnn(-c2nc3ccccc3s2)c1)c1ccccc1O | -5.1%
Clc1cccc(Cl)c1Cn1cc(Br)cn1 | -7.7%
CC(C)NC(=O)COc1ccc(Cl)cc1Cl | -4.1%
COc1cc(/C=C2/SC(=S)N(CC(=O)Nc3cccc(C(=O)O)c3)C2=O)cc(OC)c1OC | -3.5%
Cc1ccc(OCCSc2cc(C)nc(N)n2)cc1 | -2.8%
COc1ccc(CCNc2nc(-c3cccnc3)cs2)cc1OC | 1.5%
O=C(NCCN1CCCCCC1)C1CCC(CNS(=O)(=O)c2cccc3cccnc23)CC1 (stereo not given) | -3.1%
O=S(=O)(c1ccc(C2=CSC3=NCCN23)cc1)N1CCOCC1 | 6.1%
O=C(NC1CCS(=O)(=O)C1)c1ccccc1C(=O)c1ccccc1 (stereo not given) | 4.6%
COc1ccccc1-n1c(=O)[nH]c2c(C(N)=O)nc(CC(C)C)nc21 | -12.0%
O=C1c2ccccc2OCOc2ccccc21 | -12.4%
Cc1nn(-c2ccc(F)cc2)c2sc(C(=O)OC3CCOC3=O)cc12 (stereo not given) | -5.0%
Cc1ccc(C(=O)c2cc([N+](=O)[O-])ccc2N2CCN(C)CC2)cc1 | -9.3%
COCCN1C(=O)C(O)=C(C(C)=O)C1c1ccc(OC)c(OC)c1 (stereo not given) | -4.7%
CON(c1nc(N(C)C)nc(N(C)C)n1)S(=O)(=O)c1ccccc1Cl | 10.7%
CC(Sc1nncn1C)C(=O)Nc1ccccc1-c1ccccc1 (stereo not given) | -12.6%
CCOC(=O)c1c(NC(=O)C(Sc2ccccc2)c2ccccc2)sc(C(N)=O)c1C (stereo not given) | -8.6%
Cc1c(NC(=O)c2ccc3c(c2)OCO3)cccc1-c1nc2ncccc2o1 | 2.1%
CCOC(=O)c1cc(C(C)=O)n2ccccc12 | 1.2%
CC(=O)N1N=C(c2cccc([N+](=O)[O-])c2)OC1c1ccc(Cl)cc1Cl (stereo not given) | -16.2%
CCCS(=O)(=O)N1CCCC(C(=O)NCCCN2CCN(c3ccccc3F)CC2)C1 (stereo not given) | -11.3%
Cc1cccc(NC(NC(=O)c2cccnc2)C(Cl)(Cl)Cl)c1 (stereo not given) | -8.0%
S=c1[nH]nc(-c2ccccc2Br)n1-c1ccccc1 | -9.4%
Cc1c(O)ccc(C(=O)COc2ccccc2F)c1O | -2.2%
CCCCOc1ccc(C(=O)OC(C)CN(C)C)cc1 (stereo not given) | 3.7%
O=c1oc2ccccc2n1CSc1nc2ccccc2s1 | 8.6%
COC(=O)Cc1c(C)nc2nc(-c3ccc(C)cc3)[nH]n2c1=O | 2.2%
COc1ccccc1N(CN1C(=O)c2ccccc2C1=O)C(=O)c1cccnc1 | -7.8%
COc1ccc(OCCSc2ncn[nH]2)cc1 | -19.9%
Nc1nc(N2CCOCC2)cc(=O)[nH]1 | 7.5%
c1ccc2sc(N3CN(CCN4CCOCC4)CN(c4nc5ccccc5s4)C3)nc2c1 | -5.8%
CCCC(C)NC1=NCCCCC1 (stereo not given) | -15.1%
O=C(c1ccccc1[N+](=O)[O-])N1CCC(Cc2ccccc2)CC1 | 6.2%
CCOC(=O)C(C)Sc1nc2c(c(=O)[nH]c(=O)n2C)n1CCc1ccccc1 (stereo not given) | -9.2%
O=C(/C=C/c1ccccc1Cl)NCc1ccccc1 | 32.1%

Exported as labelled records: part of the list above.
SMILES: CCCCOc1ccc(C(=O)OC(C)CN(C)C)cc1 (stereo not given)
  mouse EphA4 binding = 3.7%

SMILES: O=c1oc2ccccc2n1CSc1nc2ccccc2s1
  mouse EphA4 binding = 8.6%

SMILES: COC(=O)Cc1c(C)nc2nc(-c3ccc(C)cc3)[nH]n2c1=O
  mouse EphA4 binding = 2.2%

SMILES: COc1ccccc1N(CN1C(=O)c2ccccc2C1=O)C(=O)c1cccnc1
  mouse EphA4 binding = -7.8%

The results go on:
SMILES | mouse EphA4 binding
CCOC(=O)c1c(NC(=O)c2cc(C)oc2C)sc(C(=O)Nc2ccc(Cl)cc2)c1C | -5.7%
CCN(CC)c1ccc(/C=N/NC(=S)NCc2ccccc2)cc1 | -2.0%
CC(=O)O/N=C/c1c(N2CCOCC2)n(C)c2ccccc12 | 5.0%
CCOC(=O)Cn1nc(-c2ccc(F)cc2)oc1=O | 5.1%
CC(=O)Nc1ccc(C(=O)OCC(=O)c2ccc(C)c([N+](=O)[O-])c2)cc1 | -14.8%
COc1ccc(C(C(=O)NC2CCCCC2)N(Cc2cccs2)C(=O)Cc2c[nH]c3ccccc23)cc1 (stereo not given) | -6.3%
O=C1CC(O)(C(F)F)Oc2ccc3ccccc3c21 (stereo not given) | 0.4%
Cc1ccc(OCC(=O)NCc2ccc3c(c2)OCO3)cc1 | -13.4%
O=C(CSc1nncn1-c1ccccc1)Nc1ccc(N2CCOCC2)cc1 | -16.9%
CC1(c2ccccc2)NC(=O)N(CC(=O)NC(=O)NCc2ccco2)C1=O (stereo not given) | -10.3%
Cc1cc(N2CCN(C(=O)c3ccco3)CC2)n2ncc(-c3ccccc3)c2n1 | -9.2%
Cc1ccccc1N1CCN(Cc2cccc(C(=O)O)c2)CC1 | 5.6%
CCN1C(=O)CC(N2CCN(c3ccc(Cl)cc3)CC2)C1=O (stereo not given) | -15.7%
CCN1CCN(c2oc(COc3ccc(-c4ccccc4)cc3)nc2C#N)CC1 | 17.6%
O=C(CN(C(=O)CCC(=O)Nc1nccs1)c1ccc(F)cc1)NCC1CCCO1 (stereo not given) | -10.4%
COc1cccc(CNC(=O)Cn2nc(-c3ccc(Cl)cc3)ccc2=O)c1 | 7.0%
Cc1cc(/C=C2/NC(=S)NC2=O)c(C)n1-c1ccc(C(C)(C)C)cc1 | -4.3%
Cc1cc(/C=C2/SC(=O)NC2=O)c(C)n1C | 3.0%
Cc1cc(C)n2c(SCc3ccc(C#N)cc3)nnc2n1 | -3.4%
O=C(/C=C/c1ccc(-c2ccccc2[N+](=O)[O-])o1)c1ccc(F)cc1 | -0.4%&22.0%
C[N+]1(CCOS(=O)C23CC4CC(CC(C4)C2)C3)CCOCC1 (stereo not given) | -7.5%
COc1ccc(-c2ccc(=O)[nH]n2)cc1 | -10.5%
COc1ccc(-c2cc(C(=O)NCC(C)C)no2)cc1 | -8.6%
Cc1ccc(-c2nnc(Cc3ccc(Cl)cc3)o2)cc1 | -5.6%
COc1ccc(CC(=O)Nc2cccc(-c3nnc(-c4ccco4)o3)c2)cc1 | -17.2%
FC(F)(F)c1cc(-c2ccccc2)nc(NCC2CCCO2)n1 (stereo not given) | -11.7%
Cc1nn(-c2ccccc2)c2c1C(=O)NC(=O)C(C)(C)C2 | -16.5%
O=C(c1cccc(OC(F)F)c1)N1CCN(c2ncccn2)CC1 | 2.6%
CC(=O)c1cc(C#N)c(SCC(=O)OC(C)(C)C)nc1C | 8.3%
Cc1csc(=Nc2ccc(S(=O)(=O)N3CCOCC3)cc2)n1Cc1ccco1 | -2.8%
CCN(CC)c1ccc2c(Cl)c(Br)c(=O)oc2c1 | 47.0%
Cc1ccc(C(=O)OCC(=O)Nc2ncc(Cl)cc2Cl)cc1NC(=O)c1ccco1 | 9.1%
NC(=O)/C(=N\OC(=O)c1ccco1)c1nc(-c2ccc(Br)cc2)cs1 | -9.9%
O=C(NC(=S)Nc1ccc2oc(-c3ccc(I)cc3)nc2c1)c1ccco1 | -6.9%
CC1=CC(=O)N(c2cccc(C(F)(F)F)c2)C1c1ccc(Cl)cc1 (stereo not given) | -4.9%
CCOc1ccc(S(=O)(=O)n2ccnc2)c2ccccc12 | -8.0%
CCN(CC)S(=O)(=O)c1csc(C(=O)NC2CCCCC2)c1 | -19.6%
O=C(NCc1ccco1)C1CCN(Cc2ccc(F)cc2)CC1 | -2.8%
CCOC(=O)c1ccc(NC(=O)NC2CCN(CC(=O)NCc3ccc4c(c3)OCO4)CC2)cc1 | -10.9%
Cc1ccnc2c(N3C(=O)C4C5c6ccccc6C(c6ccccc65)C4C3=O)cccc12 (stereo not given) | -1.3%
Cc1cccc(C2(c3cccc(C)c3)OC(=O)c3ccccc32)c1 | 7.9%
CC(=O)Nc1cccc(NC(=O)CSc2nnc(Cc3cccn3C)n2-c2ccc(C)cc2)c1 | 2.5%
O=[N+]([O-])c1ccc(-c2nc(-c3cccs3)c(-c3cccs3)[nH]2)cc1 | 7.2%
O=c1c2ccccc2nc(SCc2nnc(-c3ccccc3)o2)n1-c1ccc(F)cc1F | -0.8%
C/C(=N/NC(=O)c1ccco1)c1cccc(NC(=O)c2ccc(C)o2)c1 | -12.2%
COC(=O)C1=C(C)NC2=C(C(=O)c3ccccc32)C1c1ccc(-c2ccc([N+](=O)[O-])cc2Br)o1 (stereo not given) | -0.4%
CC(=O)c1c(C)nc(-c2ccc3c(c2)OCO3)n1O | -5.3%
COCC(=O)Nc1ccc(C(N)=O)cc1 | -8.6%
COc1ccc(CN2C(=O)[C@@H]3C(c4ccccc4Cl)=NO[C@@H]3C2=O)cc1 | 2.9%
O=C(Nc1cccc(-c2cnc3ccccc3n2)c1)c1ccc(Cl)cc1 | -11.1%
CCC(C)NS(=O)(=O)c1ccc(OCC(=O)NCC2CCCO2)cc1 (stereo not given) | -7.3%
C=CCn1nnc2sc3c(c2c1=O)CCC(C)C3 (stereo not given) | -1.9%
Clc1ccc(-c2nnnn2-c2ccc(Cl)c(Cl)c2)cc1Cl | 0.4%
CC(C)C(c1nnnn1Cc1ccc(F)cc1)N1CCN(Cc2ccc3c(c2)OCO3)CC1 (stereo not given) | -0.1%
Cc1ccc(S(=O)(=O)N2CCOCC(=O)NCCOCCNC(=O)COCC2)cc1 | -5.8%
O=C(NCCN1C(=O)C2C3C=CC(C3)C2C1=O)Nc1ccccc1O (stereo not given) | -7.9%
CC(=O)N1CCN(c2ccc(NCc3ccc(C)s3)cc2)CC1 | 4.2%
COc1ccc(CNC(=O)C(OC(C)=O)c2ccccn2)cc1 (stereo not given) | -5.4%
CCOCCCNc1nc2c(C)cccn2c(=O)c1/C=C1\SC(=S)N(CC(C)C)C1=O | -4.7%
COc1ccc(Nc2cc(C)nc(N3CCOCC3)n2)cc1 | -19.4%

Five compounds already listed, ordered by the number in mouse EphA4 binding, highest first.
molecule | mouse EphA4 binding
CC(=O)c1c(C)nc(-c2ccc3c(c2)OCO3)n1O | -5.3%
Cc1ccc(S(=O)(=O)N2CCOCC(=O)NCCOCCNC(=O)COCC2)cc1 | -5.8%
CCC(C)NS(=O)(=O)c1ccc(OCC(=O)NCC2CCCO2)cc1 (stereo not given) | -7.3%
O=C(NCCN1C(=O)C2C3C=CC(C3)C2C1=O)Nc1ccccc1O (stereo not given) | -7.9%
COc1ccc(Nc2cc(C)nc(N3CCOCC3)n2)cc1 | -19.4%

(further entries)
SMILES | mouse EphA4 binding
COC(=O)C(C)Sc1nc2c(c(=O)[nH]c(=O)n2C)n1CCCc1ccccc1 (stereo not given) | 15.9%
Cc1ccc2c(CSc3nnc(C4CC4)n3N)cc(=O)oc2c1C | -7.8%
O=C(COC(=O)c1cc(=O)[nH]c2ccccc12)NC(=O)NC1CCCCC1 | -8.9%
CC(=O)c1cc(C#N)c(SCC(=O)C(C)(C)C)nc1C | 1.1%
O=C(CSc1ccccc1C(=O)O)Nc1ccccc1 | 5.6%
CCOC(=O)c1ccccc1NC(=O)CN(c1ccccc1C)S(C)(=O)=O | -11.3%
COc1ccccc1S(=O)(=O)Nc1ccc(-c2nnc3n2CCCCC3)cc1 | 2.5%
CC(Sc1nnc2c(n1)C1(C)CCC2C1(C)C)C(=O)Nc1ccccc1 (stereo not given) | -27.4%
CCN1CCN(C(=O)Cn2ncc3c2-c2ccccc2OC3)CC1 | -2.6%

Bioassay records from PubChem.
